# ASM inhibitor – Inhibitors of Secretory Acid Sphingomyelinase (S-ASM): qHTS; Potency, µM (highest dose often 57.5 µM), for the others: at the highest dose activity change, negative = inhibition, usual class: inhibitors; actives 0.006% (n = 340,000); placental ASM, HMU-PC fluorogenic substrate, 60 min; AID 504937, 2011; note: potency is the fitted concentration of half-maximal effect
#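 Steps: dispense placental human ASM, pin compound, wait 10 min at room temperature, add HMU-PC0 substrate at 9 uM final, incubate 60 min at 37 °C, add stop solution raising pH to 10, read fluorescence.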
# PKM2 act – qHTS Assay for Activators of Human Muscle isoform 2 Pyruvate Kinase; Potency, µM (highest dose often 57.5 µM), for inactives: at the top dose activation, most hits filed as activators; Pyruvate kinase PKM (Homo sapiens), P14618; purified PKM2, Kinase-Glo ATP luminescence, activation; response scale: 0% is enzyme alone, no compound; actives 0.34% (n = 260,000); note: potency is the fitted concentration of half-maximal effect; % is set by controls: 0 for no effect and ±100 for the full control effect; nearly all actives have a fitted effect of over 55% in size
#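 Purified hPK-M2 (>95%) run at intermediate activity with 0.1 mM ADP and 0.5 mM PEP in 50 mM imidazole pH 7.2, KCl, MgCl2; 1 h room temperature. ATP formed read by Kinase-Glo luminescence; normalized to uninhibited and no-enzyme controls.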
# Menin-MLL TR inh – qHTS Assay for Inhibitors Targeting the Menin-MLL Interaction in MLL Related Leukemias: Competition With Texas Red Labeled MLL-derived Mutant Peptide | Menin + Texas Red MLL mutant peptide, fluorescence polarization | Potency, µM (series often up to 61.6 µM), for the others: top-dose FP activity change, negative = inhibition, usual class: inhibitors | actives 0.23% (n = 270,000) | AID 1768, 2009; active = well fitted inhibition curve with a large enough effect in the polarisation, with a control signal flat, not every such curve was filed as active; inconclusive = small, poorly fitted or top-dose-only effect, or effect the other way, or a change in a side signal; inactive = no such curve, though single readings can be large or run the other way; the % refers to the polarisation; note: potency is the fitted concentration of half-maximal effect; % of control where 0% means no effect; many of its hits are not listed in these tables
# a7 integrin act – qHTS for Activators of Integrin-Mediated Alleviation for Muscular Dystrophy. alpha7betagal myoblasts, beta-gal FDG fluorescence, 48 h. Potency, µM (highest dose often 38.3 µM), without a hit: top-dose activation, usual class: activators. actives 0.064% (n = 350,000). AID 624291, 2012;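 note: potency is the fitted concentration of half-maximal effect; 100% = response of the positive control SU9516; nearly all actives have a fitted effect of over 60% in size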
#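 Alpha7betagal+/- myoblasts (passage 13) were plated 16-24 hr, then exposed to compounds (1:260 dilution of DMSO stock) for 48 hours at 37C. After MPER lysis, β-galactosidase reporter activity was read as FDG fluorescence (ex 480/em 540) after 30 minutes.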
# TSG101-PTAP inh – qHTS Assay for Iinhibitors of HIV-1 Budding by Blocking the Interaction of PTAP/TSG101; Fluorescence polarization, FITC-PTAP peptide / Tsg101 binding; Potency, µM (doses to about 115 µM), for the others: top-dose activity change, negative = inhibition, most hits filed as inhibitors; 340,000 tested, under 10 active; Tumor susceptibility gene 101 protein (Homo sapiens), Q99816; AID 493005, 2010; active = well fitted inhibition curve with a large enough effect in the main read-out, with a control signal flat, not every such curve was filed as active; inconclusive = small, poorly fitted or top-dose-only effect, or effect the other way, or a change in a side signal; inactive = no such curve, though single readings can be large or run the other way; note: potency is the fitted concentration of half-maximal effect; % of control where 0% means no effect
# Target sequence (Q99816 whole entry, looked up): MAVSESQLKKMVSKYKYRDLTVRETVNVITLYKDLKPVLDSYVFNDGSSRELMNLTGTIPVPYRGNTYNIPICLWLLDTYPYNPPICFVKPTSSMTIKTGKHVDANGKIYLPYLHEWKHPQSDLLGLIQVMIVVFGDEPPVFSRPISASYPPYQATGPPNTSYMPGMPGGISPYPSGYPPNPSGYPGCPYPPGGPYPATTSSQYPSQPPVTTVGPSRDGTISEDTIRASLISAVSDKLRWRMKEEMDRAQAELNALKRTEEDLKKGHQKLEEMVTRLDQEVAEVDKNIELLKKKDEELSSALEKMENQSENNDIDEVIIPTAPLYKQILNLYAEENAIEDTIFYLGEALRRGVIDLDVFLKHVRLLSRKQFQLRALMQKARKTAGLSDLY
#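 Fluorescence anisotropy tracks displacement of a FITC-tagged PTAP peptide (50 nM) from the Tsg101 binding domain (10 uM), following a 20 min room-temperature incubation at pH 7.5.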
# Giardia killer – Small Molecules that selectively kill Giardia lamblia: qHTS. Giardia lamblia trophozoite viability. activity change, % at 7.66 µM, hits read low. actives 0.15% (n = 340,000); in the data active = activity change below about -80%; inconclusive = between about -30% and that limit;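 note: parasites exposed to compound for two days anaerobically before the ATP read; % is set by controls: 0 for no effect and ±100 for the full control effect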
#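 Giardia trophozoites, 100 cells per well, were exposed to compounds for 48 hrs at 37 deg C under anaerobic conditions; viability was then read as ATP content by bioluminescence after 15-30 min at room temperature.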
# Tb PFK inh – qHTS Assay to Find Inhibitors of T. brucei phosphofructokinase; T. brucei PFK, ADP-Glo luminescence; Potency, µM (doses to about 57.5 µM), inactives show at the top dose activity, negative = inhibition, hits mostly inhibitors; actives 0.17% (n = 330,000); AID 485367, 2010;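 note: potency is the fitted concentration of half-maximal effect; 0% = uninhibited 1x PFK enzyme wells and -100% = no-enzyme wells; nearly all actives have a fitted effect of over 60% in size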
#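 ADP-Glo luminescence quantified ADP after 45 min at room temperature, with 1.25 nM T. brucei PFK, 0.1 mM ATP and 0.5 mM fructose-6-phosphate in pH 8.0 TEA buffer. qHTS titrations up to 57 µM; curves classified by quality.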
# B2AR arrestin – qHTS assay of beta-arrestin-biased ligands of beta2-adrenergic receptor. Potency, µM (doses to about 46.1 µM), without a hit: at the top dose activation, hits mostly activators. Beta-2 adrenergic receptor (Homo sapiens), P07550. beta-arrestin recruitment to beta2AR, cell-based reporter. actives 0.02% (n = 330,000);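 note: potency is the fitted concentration of half-maximal effect; 0% = DMSO controls and full agonism = EC100 isoproterenol or metaproterenol; nearly all actives have a fitted effect of over 65% in size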
# Chronic BCR inh – qHTS Assay to Find Inhibitors of Chronic Active B-Cell Receptor Signaling; actives 0.05% (n = 340,000); ABC-DLBCL IkBa-CBG/CBR reporter, luminescence ratio, 4 h; Potency, µM (highest dose often 46.1 µM), without a hit: at the top dose ratio change, negative = lower green/red ratio, actives largely listed as inhibitors; AID 493014, 2011; active = well fitted inhibition curve with a large enough effect in the signal ratio, with a control signal flat, not every such curve was filed as active; inconclusive = small, poorly fitted or top-dose-only effect, or effect the other way, or a change in a side signal; the % refers to the signal ratio;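 note: potency is the fitted concentration of half-maximal effect; plate controls were basal doxycycline-induced cells for no effect and cells given 10 µM MG132 for full effect; MG132 reads +100%, hits lower the ratio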
#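 TMD8 human ABC-DLBCL cells with doxycycline-inducible IκBα–green luciferase fusion and unfused red luciferase, in 0.5% FBS medium; compounds up to 46 uM, 4 h at 37C. Green/red luminescence ratio, filter-overlap corrected, fitted to concentration-response curves.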
# FBPA coupling cs – qHTS Assay for Inhibitors of Fructose-1,6-bisphosphate Aldolase from Giardia Lamblia: Coupling assay counterscreen; coupling enzyme system counterscreen, AmpLite Red fluorescence; actives 0.67% (n = 290,000); AID 2472, 2010; activity change, negative = inhibition, % at 58.2 µM, hits read low; in the data active = activity change below about -30%; note: % is set by controls: 0 for no effect and ±100 for the full control effect
#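 Activity here indicates interference with the coupling reaction, not aldolase inhibition. Compounds at 57.5 uM final met coupling enzymes for 10 min at RT; substrate and AmpLite Red detection followed, with a 525/598 nm fluorescence read after 20 min.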
# GALK inh – qHTS Assay for Inhibitors of Human Galactokinase (GALK); actives 0.007% (n = 270,000); AID 1868, 2009; Potency, µM (series often up to 57.5 µM), for inactives: at the highest dose activity change, negative = inhibition, actives largely listed as inhibitors; P51570; Purified GALK, Kinase-Glo residual ATP luminescence; note: potency is the fitted concentration of half-maximal effect; % is set by controls: 0 for no effect and ±100 for the full control effect
# Target sequence (P51570 whole entry, looked up): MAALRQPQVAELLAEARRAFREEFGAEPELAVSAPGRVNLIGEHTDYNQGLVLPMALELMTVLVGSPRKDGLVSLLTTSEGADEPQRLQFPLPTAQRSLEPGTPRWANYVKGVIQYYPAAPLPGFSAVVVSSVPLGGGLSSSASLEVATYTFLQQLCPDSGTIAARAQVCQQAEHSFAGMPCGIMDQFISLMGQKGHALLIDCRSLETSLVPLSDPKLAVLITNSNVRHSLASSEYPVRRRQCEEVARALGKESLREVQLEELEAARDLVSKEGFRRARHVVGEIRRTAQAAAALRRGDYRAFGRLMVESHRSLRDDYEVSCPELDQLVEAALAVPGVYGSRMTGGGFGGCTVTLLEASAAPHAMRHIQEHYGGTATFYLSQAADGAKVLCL
#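 5 nM enzyme, 35 uM ATP, 100 uM galactose, 20 mM HEPES pH8.0, 5 mM MgCl2; 1 h RT; residual ATP by Kinase-Glo Plus luminescence, qHTS format.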
# * marks the source's active call; other numbers are inactive results; i = inactive; u = inconclusive; x = not tested or not shown; & = joins results of further samples; [ ] = dose if it differs, or a comment. Unless noted, calls come from the whole dose curve; as a rule, active = well fitted curve in the direction sought with a large enough effect; inconclusive = small, poorly fitted or top-dose-only effect, or another doubt; inactive = no such curve, though single readings can be large; an effect the other way counts as inactive or inconclusive.
SMILES,ASM inhibitor,PKM2 act,Menin-MLL TR inh,a7 integrin act,TSG101-PTAP inh,Giardia killer,Tb PFK inh,B2AR arrestin,Chronic BCR inh,FBPA coupling cs,GALK inh
O=C(C[N+]12CCC(CC1)C(O)C2)c1ccc(Br)cc1 (centres undefined),0%,x,-28%,15%,-6%,-7,0%,0.4%,u,0,x
COc1ccc(-c2nn(CCC#N)cc2C(=O)Nc2cccc([N+](=O)[O-])c2)cc1OC,-4%,0%,24%,2%,0%,4,1%,-0.3%,-12%,2,2%
O=C1C2CCCN2C(c2ccncc2)N1c1ccc(Cl)c(Cl)c1 (centres undefined),5%,3%,-16%,8%,-5%,-3,-10%,-0.1%,u,-1,2%
O=C(c1ccc(Cl)cc1)C1CCCN(Cc2ccc3nonc3c2)C1 (centres undefined),-5%,0%,1%,26%,0%,9,-1%,3.6%,2%,4,-2%
O=C(c1ccccc1F)c1cn(Cc2ccc(F)cc2)c2ccccc12,-9%,-3%,9%,-18%,-3%,-3,9%,-0.4%,u,-1,x
CCOC(=O)C1=C(C)OC(N)=C(C(=O)OCC)[C@@]12C(=O)N(CC(N)=O)c1ccccc12,3%,-8%,-13%,-8%,-5%,-9,-5%,-0.2%,u,4,-4%
C[C@]12CC[C@H](OC(=O)CCC(=O)O)CC1=CCC1C2CC[C@@]2(C)C1CC[C@@H]2OC(=O)CCC(=O)O (some centres undefined),-1%,x,x,26%,-2%,-16,u,-0.3%,4%,x,x
COc1ccc(Cn2c(O)c(C=Nc3c(C)n(C)n(-c4ccccc4)c3=O)c(=O)[nH]c2=O)cc1,2%,9%,0%,-2%,-2%,-23,-4%,-0.1%,0%,5,x
Cc1cc(OC(=O)N(C)C)nc(-c2ccc(C)c(Cl)c2)n1,7%,-7%,x,3%,-7%,44[activator],-6%,0.0%,3%,1,7%
OC(CNCCc1c[nH]c2ccccc12)c1ccccc1 (centres undefined),2%,0%,3%,-20%,0%,6,-5%,0.2%,-9%,1,9%
O=Cc1cn(Cc2ccc([N+](=O)[O-])cc2)c2ccccc12,-6%,-8%,14%,-22%,1%,-21,17µM*,-0.9%,1%,3,1%
CC1(C)Cc2c(c(N3CCCC3)nc3sc(C(=O)Nc4ccccc4)c(N)c23)CO1,x,x,x,-13%,0%,0,0%,-0.1%,u,x,-6%
C=CCN1C(=O)/C(=C/c2ccc(Br)s2)C(=O)NC1=S,-2%,u,49%[activator],1%,2%,1,-7%,0.2%,-2%,0,-7%
CN1CCN(c2cc([N+](=O)[O-])ccc2Cl)CC1,-2%,0%,-6%,u,-9%,1,1%,-0.3%,11%,0,4%
CN1CCc2c(C#N)c(Cl)nc(Cl)c2C1,i,0%,6%,-45%,-11%,31[activator],-10%,-0.8%,u,-5,-1%
CCCC1=C(C(=O)OCC)C2(C(=O)Nc3ccccc32)C(C#N)=C(N)O1 (centres undefined),4%,8%,-2%,-18%[7.66 µM],1%,-8,-2%,-0.5%,0%,5,-1%
O=CC1=C(N2CCOCC2)/C(=C\c2ccccc2)CC1,-5%,u,9%,24%,-5%,2,0%,-0.6%,-1%,13,-1%
COc1ccc(CCn2c(O)c(C=NCCCO)c(=O)[nH]c2=O)cc1OC,34%[activator],6%,-2%,-4%,-4%,2,-1%,-0.5%,1%,6,1%
CC(=O)N1CN(C(C)=O)CN(C(C)=O)C1,-1%,8%,4%,-30%,-8%,20,0%,-1.2%,-1%,3,7%
COc1cc(CN2CCN(C(=O)COc3ccccc3)CC2)cc(OC)c1OC,4%,-2%,-7%,26%,-9%,-6,-5%,0.2%,4%,0,-1%
Cc1ncc(CNC(=O)N(CCCl)N=O)c(N)n1,-4%,x,-11%&4%,x,0%,17,-5%,0.0%,-4%,1,x
Cc1nn(Cc2ccccc2Cl)c(C)c1C(=O)OCC(=O)NC1CCS(=O)(=O)C1 (centres undefined),1%,-12%,8%,6%,-2%,43[activator],-4%,-0.6%,-12%,6,2%
O=c1c2ccccc2nc(C[n+]2ccccc2)n1-c1cccc(C(F)(F)F)c1,-2%,-3%,-3%,-13%,-3%,-10,0%,-0.3%,10%,2,5%
COc1ccc(-n2c(O)c(/C(C)=N/N3CCCCCC3)c(=O)[nH]c2=O)cc1,1%,-6%,x,21%,-3%,-18,0%,-0.8%,1%,3,x
C/C(CC(=O)Nc1cc(C)ccn1)=N\NC(=O)c1ccncc1,6%,6%,u,15%,0%,3,6%,-0.4%,-12%,2,1%
COc1c2c(cc3c1OCO3)CC[N+](C)=C2,3%,-1%,4%&5%&6%,18%,2%,-2,2%,-0.4%,0%,0&0&0,1%
CC(Cc1ccc(O)cc1)NCC(O)c1cc(O)cc(O)c1 (centres undefined),2%,6%,-1%&6%,x,-2%,u,2%,x,-2%,1&-5,-1%
O=[N+]([O-])c1ccc(N2CCCC2)c2ncccc12,-2%,0%,0%,42%,-17%,6,-8%,0.2%,2%,0,1%
O=C1/C(=C\c2ccccc2)C2OCC=C3CN4CCC56c7ccccc7N1C5C2C3CC46 (centres undefined),-4%,-4%,-11%,2%,-2%,-24,-1%,-0.4%,-1%,3,-2%
CC[C@H]1CN2CCC1C[C@H]2[C@H](O)c1ccnc2ccc(OC)cc12 (some centres undefined),3%,x,x,x,0%,12,0%,-1.0%,-13%,x,x
Cc1[nH]c2ccc(OC(F)(F)F)cc2c1CCNCc1cccc([N+](=O)[O-])c1,-4%,x,-26%,-66%[inhibitor],0%,17,-5%,0.0%,u,-1,3%
COc1cccc(NP(=O)(Oc2ccc(Cl)cc2)Oc2ccc(Cl)cc2)c1,-4%,2%,1%,-61%[inhibitor],-3%,6,4%,0.0%,u,-2,0%
Cc1ccc(-c2nc3ccccc3c(=O)n2-c2nccs2)cc1,-7%,-12%,u,-14%,-11%,-4,-1%,-0.9%,-2%,7,3%
COC(=O)C1=C(c2ccc(Cl)c(C(F)(F)F)c2)C[C@@H]2CC[C@H]1N2C(=O)NCCNC(C)=O,6%,x,x,0%,-2%,-19,-4%,-0.8%,-7%,x,x
O=C1CN=C(c2cccs2)c2c(sc3c2CCCC3)N1,0%,-1%,7%,-24%,-3%,1,-7%,0.2%,u,0,-4%
Nc1cccc2c1C(=O)N(C(=O)/C=C/c1ccc(F)cc1)C2=O,62%,10%,1%,-76%[inhibitor],-6%,6,-1%,0.0%,u,-2,-11%
Cc1cc(OCC(=O)N[C@@H](Cc2ccccc2)C(=O)O)c2c3c(c(=O)oc2c1)CCCC3,5%,2%,4%,1%,0%,-10,-6%,-1.0%,u,10,x
CCC(=NCCO)c1c(O)n(-c2ccccc2)c(=O)[nH]c1=O,4%,1%,-5%,7%,-1%,2,0%,-0.2%,-16%,-2,-4%
O=C(O)c1c[nH]c2ccc(S(=O)(=O)N(CCCl)CCCl)cc12,1%,-11%,0%,8%,-4%,-8,-3%,-0.1%,19%,8,-2%
O=C1NC(=O)C(=Cc2cc3c(cc2[N+](=O)[O-])OCO3)C(=O)N1,-4%,-3%,7%,-26%,-3%,0,-2%,0.1%,0%,0,-1%
N#C/C(=C\c1ccc(O)cc1)C(=O)O,10%,x,-10%,x,-6%,-16,x,x,x,7,x
COc1ccc(C(=O)Oc2cccc3cccnc23)cc1S(=O)(=O)N1CCOCC1,-2%,2%,-3%,-20%,0%,-14,0%,0.1%,u,-5,-1%
CCn1c(C)c(C(=O)Nc2ccc(OC)cc2)c2cc(OC)ccc21,-1%,x,u,8%,-1%,-24,0%,-0.1%,-4%,-15,2%
CCOC(=O)[C@@H]1[C@H]2COc3ccc(Br)cc3[C@H]2N2C(=O)N(c3cccc(C)c3)C(=O)[C@]12C,1%,x,x,0%,-2%,10,-2%,0.2%,0%,x,x

# Bioassay records: PubChem BioAssay, National Center for Advancing Translational Sciences (NCATS)

# Not all compounds are listed, so the mix of outcomes need not match the whole.
